# bovine MsrA act = bovine MsrA enzyme activators, primary screen, biochemical, absorbance, HTS; purified bovine MsrA, absorbance read-out; activation, % at 10.6 µM; 360,000 tested, 0.3% active; AID 602163, 2012; in the data active = activation above about 7.5%;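 note: 0% = vehicle and 100% = reference activator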
# Rin1-Abl PPI inh = inhibitors of Rin1-Abl protein binding, primary screen, biochemical, TR-FRET | Tyrosine-protein kinase ABL1 (Homo sapiens) + Ras and Rab interactor 1 (Homo sapiens), … | inhibition, % at 7.35 µM | 360,000 tested, 0.4% active | AID 588664, 2011; in the data active = inhibition above about 5%, passing the limit was not always enough
# FAS TE block = FAS thioesterase domain inhibitors, primary screen, biochemical, fluorescence intensity, uHTS; inhibition, % at 15 µM; AID 602261, 2012; 360,000 tested, 0.67% active; Fatty acid synthase (Homo sapiens), P49327; recombinant FAS-TE, OMFH fluorogenic substrate, fluorescence endpoint;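 active = compounds whose normalised, plate-corrected inhibition of enzyme fluorescence in the single-dose primary screen is 50% or more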;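 note: 0% = DMSO with enzyme and 100% = substrate without enzyme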
# PABP1 MLLE inh = inhibitors of PABP1 MLLE–PAM2 peptide binding, primary screen, biochemical, fluorescence polarization, FITC-PAM2, GST-MLLE; AID 588489, 2011; 360,000 tested, 0.36% active; inhibition, % at 20 µM; in the data active = inhibition above about 35%, passing the limit was not always enough;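 note: plate controls were DMSO wells with GST-MLLE for no effect and wells lacking GST-MLLE protein for full effect; some results filed as inactive read as strong as hits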
# MsrA inh = bovine MsrA enzyme inhibitors, primary screen, biochemical, absorbance, HTS; Methionine sulfoxide reductase A (Bos taurus); purified bovine MsrA, absorbance read-out; inhibition, % at 15.5 µM; 360,000 tested, 0.75% active; AID 651718, 2012; in the data active = inhibition above about 4.5%;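 note: 0% = vehicle wells with enzyme and 100% = reference inhibitor wells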
# E coli Lon inh = inhibitors of E. coli Lon protease, primary screen, biochemical, fluorescence polarization; 360,000 tested, 0.42% active; AID 602123, 2011; inhibition, % at 7.94 µM; purified E. coli Lon protease; in the data active = inhibition above about 13%, passing the limit was not always enough;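 note: 0% = enzyme with probe and DMSO and 100% = no enzyme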
# CSN deneddyl inh = inhibitors of CSN-mediated cullin deneddylation, primary screen, biochemical, fluorescence polarization, uHTS. COP9 signalosome complex subunit 5 (Homo sapiens), Q92905. Purified CSN, SCF-Nedd8-OG deneddylation. inhibition, % at 12.5 µM. 360,000 tested, 0.38% active;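 active = pattern-corrected inhibition above about 35%, with an unprinted fluorescence ratio check between 0.5 and 1.5, limit read from the data, passing the limit was not always enough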;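 note: 0% = enzyme with substrate and 100% = substrate without enzyme; some results filed as inactive read as strong as hits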
#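 Test system: Human Csn5 produced in HEK293T cells | Compound: 12.5 µM single point | Times: 90 min, room temperature | Signal: Fluorescence polarization readout | Read-out basis: % inhibition of substrate cleavage by Csn5 | Controls: no-enzyme wells high, enzyme-with-substrate wells low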
# Rpn11 inh = Rpn11 (PSMD14) deubiquitinase inhibitors, primary screen, biochemical, fluorescence polarization, uHTS. 26S proteasome non-ATPase regulatory subunit 14 (Homo sapiens), O00487. human 26S proteasome, Ub4-pepOG fluorescence polarization; 20S core pre-blocked with epoxomicin. calls only at 20 µM. 360,000 tested, 0.59% active;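 active = inhibition at 20 µM, scaled to each plate's controls, above about 33%, limit read from the data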
# MT1-MMP act inh = blockers of MT1-MMP proenzyme processing, primary screen, HT1080 RFP-PRO-GFP cells, GFP/RFP fluorescence; Matrix metalloproteinase-14 (Homo sapiens), P50281; GFP/RFP ratio fluorescence, overnight; percent of plate control window, DMSO zero; GFP/RFP ratio change, % at 20 µM; 360,000 tested, 0.061% active;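 active = GFP/RFP ratio change of at least 30% with cell ATP level not reduced by more than half and red fluorescence within 50% of control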; note: strong numbers were not always called active
#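 Assay system – RFP-PRO-GFP reporter HT1080 cells · Compound dosing – single dose of 20 µM compound, 1% DMSO final · Incubation – overnight compound exposure at 37 °C · Measure – GFP/RFP fluorescence ratio · Benchmarks – DMSO wells and RFP-L50D-GFP cells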
# Active calls of the source: *; i = inactive; . = no result given; + = active, no number. The order is random. Share with any hit: about 3.7%.
SMILES,bovine MsrA act,Rin1-Abl PPI inh,FAS TE block,PABP1 MLLE inh,MsrA inh,E coli Lon inh,CSN deneddyl inh,Rpn11 inh,MT1-MMP act inh
Cc1cc(-c2nnc3n2N=C(c2ccc(-c4ccccc4)cc2)CS3)n[nH]1,-5,-6,-10,-114,1.4,-21,4,i,5
Nc1ncnc2nc(SCC(=O)Nc3ccccc3F)[nH]c12,-2,3,-2,-22,-0.4,0,-3,i,5
Cc1ccc(-c2nnn(CC(=O)N(CCCO)C(C(=O)NC3CCCC3)c3ccc(Cl)cc3)n2)o1 (centres undefined),-2,0,5,4,0.2,-5,3,i,-3
COc1ccc(C2CC(c3cc(Br)ccc3F)n3nnnc3N2)cc1 (centres undefined),1,-2,10,3,-0.8,-8,-6,i,3
CC1=NN(c2nc(N)nc(/C(C#N)=C/c3ccc([N+](=O)[O-])o3)n2)C(C)(C)C1,-6,1,8,-42,-0.6,-39,42*,+,-19
O=C(Nc1ccccc1-c1ccccc1)NC1CC2CCCC(C1)N2Cc1ccc(F)cc1 (centres undefined),-2,2,-1,0,1.8,-1,-4,i,3
O=C(C1=NN[C@@H]2C(=O)N(c3cccc(F)c3)C(=O)[C@H]12)c1ccc2ccccc2n1,-2,-2,-12,8,2.3,-8,-3,i,-3
S=c1[nH]nc(COc2cccc(Cl)c2)n1Cc1ccccc1,5,1,7,-58,0.0,15,-3,i,5
Cc1cc[n+]2n1CC(O)C2 (centres undefined),-3,0,-6,11,-0.2,-1,3,i,-1
c1ccc(-c2ncc(CSc3nncn3-c3ccccc3)s2)cc1,-3,3,-4,-2,-0.1,-1,0,i,-1
Nc1ccccc1Sc1c[nH]c2ccccc12,-2,-1,4,10,-0.7,6,-3,i,-2
COc1ccc(S(=O)(=O)N2CCOCC2)cc1NC(=O)c1c(-c2ccccc2)noc1C,-3,-2,8,6,-0.8,-2,-4,i,7
COc1cccc(C2Nc3ccccc3NC3=C2C(=O)CC(C)(C)C3)c1 (centres undefined),-4,-1,-7,11,3.8,11,-4,i,1
Cc1c(Cl)cccc1NC(=O)CNc1cccc(S(=O)(=O)N(C)C)c1,-2,-3,-1,-4,-0.3,-8,-7,i,-4
Cc1cccc(NC(=O)c2ccc3c(c2)OCCO3)n1,-3,-2,-4,3,.,6,-1,i,-1
O=C(c1ccc(F)cc1)C1CCN(S(=O)(=O)c2ccccc2)CC1,0,-2,12,0,0.9,-5,-1,i,6
COc1ccccc1C(=O)N1CCN(C(=O)c2oc3c(C)c(C)ccc3c2C)CC1,-8,-1,-9,7,-1.2,-5,1,i,-3
Cc1ccc(OCC(=O)N/N=C/C=C/c2ccco2)cc1,-11,-1,-12,-4,4.7*,-11,27,i,-1
Cc1ccc(-c2nnn(CC(=O)NCc3ccccc3)n2)c(-n2cnnn2)c1,2,0,-2,-17,0.1,6,-3,i,-4
CCn1c(COc2cccc(C)c2C)nnc1SCC(=O)N1CCN(c2ccc(OC)cc2)CC1,0,-2,3,-77,-0.1,0,-2,i,4
CCC(=O)N(CCN1CCOCC1)Cc1cc2cc3c(cc2nc1Cl)OCO3,-11,-1,-6,-4,1.9,3,-2,i,2
COC(=O)c1cccc(-n2c(C)cc(C=O)c2C)c1C,-1,0,-3,-3,-0.4,-7,-7,i,-2
CCc1ccc(C2=NN(S(C)(=O)=O)C(c3cccs3)C2)cc1 (centres undefined),3,-4,-6,-40,0.0,-17,1,i,-45
O=C(CN1C(=O)CCC1=O)NCC12CC3CC(CC(C3)C1)C2,-2,-2,-3,-19,-0.2,-5,1,i,-2
CCOc1ccc(NC(=O)CSc2nc(=O)n(CCCN3CCOCC3)c3c2CCC3)cc1,-1,1,-5,-2,-0.5,-1,-1,i,-3

# Entries listed so far that have an NH in an aromatic ring, in the order listed:
SMILES,bovine MsrA act,Rin1-Abl PPI inh,FAS TE block,PABP1 MLLE inh,MsrA inh,E coli Lon inh,CSN deneddyl inh,Rpn11 inh,MT1-MMP act inh
Cc1cc(-c2nnc3n2N=C(c2ccc(-c4ccccc4)cc2)CS3)n[nH]1,-5,-6,-10,-114,1.4,-21,4,i,5
Nc1ncnc2nc(SCC(=O)Nc3ccccc3F)[nH]c12,-2,3,-2,-22,-0.4,0,-3,i,5
S=c1[nH]nc(COc2cccc(Cl)c2)n1Cc1ccccc1,5,1,7,-58,0.0,15,-3,i,5
Nc1ccccc1Sc1c[nH]c2ccccc12,-2,-1,4,10,-0.7,6,-3,i,-2

# Further entries follow:
SMILES,bovine MsrA act,Rin1-Abl PPI inh,FAS TE block,PABP1 MLLE inh,MsrA inh,E coli Lon inh,CSN deneddyl inh,Rpn11 inh,MT1-MMP act inh
COc1ccc(N(CC(=O)Nc2cccc(C)c2C)S(=O)(=O)c2c(C)[nH]c(=O)[nH]c2=O)cc1,-5,0,-5,1,-0.7,6,-1,i,0
COc1ccc(CN2CCCC(N3CCN(c4ccc(OC)cc4)CC3)C2)cc1 (centres undefined),-8,0,-1,2,-1.3,2,-1,i,5
CCOc1ccc(C(=O)N2CCN(c3ccccc3)CC2)cc1OCC,-8,2,-12,9,-0.8,-4,4,i,2
Cn1c(CSc2nc3ccccc3n2C)nc2ccccc21,1,0,-3,-3,0.9,9,-4,i,-4
C/C(N)=C(/C#N)C(=O)CSc1nc2ccccc2c(=O)n1-c1ccccc1C,-13,0,13,-5,0.6,1,8,i,1
CCC(=O)Nc1nnc(S(=O)(=O)N(C)c2ccccc2)s1,0,2,-5,-7,-0.6,0,3,i,23
CC(C)C(=O)OC/C(O)=C(\C#N)c1nc2ccccc2[nH]1,-3,-2,-9,-15,1.0,-2,10,i,-3
Cc1c(C(=O)N2CCN(Cc3nccn3C)CC2)oc2c(F)cccc12,1,-2,-7,11,-0.9,-4,-4,i,0
CCc1nc2c(OCc3ccc(F)c(F)c3)cccn2c1N(C)C(=O)c1ccc(OC)cc1,-1,1,15,7,0.7,1,5,i,4
COc1ccc(-c2c(C(F)(F)F)nn(C)c2NC(=O)c2ccco2)cc1,0,1,2,4,-0.9,1,0,i,3
O=C(Nc1ccc(S(=O)(=O)NC2=NCCCCC2)cc1)c1cc(S(=O)(=O)N2CCOCC2)ccc1F,-1,-3,12,-23,0.1,3,10,i,-2
Cc1cc(=O)oc2cc(OCC#N)ccc12,-7,-1,-2,-2,0.6,5,1,i,1
COC(=O)c1ccccc1S(=O)(=O)N(Cc1ccco1)Cc1cc2cc(OC)ccc2[nH]c1=O,-1,1,4,11,2.8,3,1,i,-13
CC(=O)N(O)CCCCCNC(=O)CCC(=O)N(O)CCCCCNC(=O)CCC(=O)N(O)CCCCCNC(=O)CCC(=O)O,8.8*,-6,-7,-1,0.2,1,0,i,3
NC(=O)c1ccc(NC(=O)COC(=O)C2(c3cccc(F)c3)CCCC2)cc1,-2,-2,6,1,0.9,-14,1,i,-1
CC1(C)CN(c2cccc(-c3ccnc4ncnn34)c2)C1=O,-7,-5,-3,-1,-0.5,2,-2,i,5
CC(=O)c1c(N2CCCCC2)nc(=O)n(-c2ccccc2)c1C,-2,-3,-4,-2,-0.4,6,3,i,-2
Cc1c(Br)c(O)c(Br)c2sc(=O)oc12,-7,1,18,-6,0.4,4,-5,i,-1
O=C(CCCn1c(=O)[nH]c2cc(Cl)ccc2c1=O)NCCCN1CCN(c2ccc(F)cc2)CC1,-3,0,8,-6,-1.2,2,0,i,0
CC(=O)N/C(=C/c1ccccc1)C(=O)NCCO,-9,0,-11,4,-0.8,2,4,i,-4
Cc1ccc(C)c(Nc2ncnc(N)c2[N+](=O)[O-])c1,-6,-3,-10,-15,-0.2,15,-3,i,2
CN(CC(=O)NCCc1ccc(S(N)(=O)=O)cc1)CC(=O)Nc1ccccc1C(F)(F)F,-2,-3,-5,2,-1.0,-2,-2,i,2
O=S(=O)(Cc1ccccc1)c1cnc2ccccc2n1,1,-2,-6,9,1.1,-5,-2,i,-9
COC(=O)C(C)Sc1nnc(Cc2cc(=O)[nH]c(=O)[nH]2)n1-c1ccc(OC)cc1 (centres undefined),1,-3,-4,1,-0.4,12,-6,i,-1
CSc1ccc(-c2nc(CSCC(=O)NCCCN3CCOCC3)c(C)o2)cc1,5,0,-4,10,1.7,-1,-4,i,0
SMILES,bovine MsrA act,Rin1-Abl PPI inh,FAS TE block,PABP1 MLLE inh,MsrA inh,E coli Lon inh,CSN deneddyl inh,Rpn11 inh,MT1-MMP act inh
O=S1(=O)C=CC(Nc2cccc(Cl)c2)C1 (centres undefined),-2,-2,-4,-6,0.1,-11,3,i,14
COC(=O)Cc1ccc(NC(=O)c2ccc(NC(=O)c3ccco3)cc2)cc1,-1,-1,-5,14,1.5,4,-3,i,0
COc1cccc(-n2c(SCC(=O)NC3CCCCC3)nc3n[nH]c(C)c3c2=N)c1,-3,-2,-2,12,1.7,-6,4,i,3
O=S(=O)(NCc1ccccc1)NCc1ccccc1,-2,0,-1,23,0.1,-1,4,i,2
CC1CCCC(C)N1C(=O)CSc1nnnn1C1CCCC1 (centres undefined),-8,0,-3,5,-0.6,7,-1,i,0
CCn1c(COc2ccccc2C)nnc1SCC(=O)Nc1cc(C)on1,-9,2,-4,3,-0.1,2,4,i,6
CC(C)(C)n1nc2c(c1NC(=O)c1cc(Cl)ccc1[N+](=O)[O-])CS(=O)(=O)C2,-4,0,-2,7,0.6,-6,-5,i,1
O=C(Oc1cc(-c2ccccc2)no1)c1cccc(C(F)(F)F)c1,-3,0,3,-9,-1.4,-1,-4,i,1
CCOc1ccc(-n2c(=O)c3c4c(sc3n(CC(=O)NCC3CCCO3)c2=O)CCCC4)cc1 (centres undefined),-3,-1,5,15,1.7,0,1,i,-3
CCOC(=O)c1sc(NC(=O)CSc2nc(-c3ccco3)cc(C(F)(F)F)n2)c(C#N)c1C,-3,3,0,20,0.1,0,6,i,7
CCOC(=O)c1c(-c2ccc(C)cc2)csc1/N=C/N(C)C,-3,-2,4,23,-0.3,5,3,i,-4
CCC(=O)N1CCc2cc(OC)c(OC)cc2C1COc1ccc(F)cc1 (centres undefined),-3,0,-5,3,-0.3,-4,3,i,4
Cc1ccc(C(=O)Nc2ccccc2NC(=O)c2ccc(C)o2)o1,2,-4,-5,-1,0.8,-11,-4,i,4
O=C(CCc1c[nH]c2ccccc12)OCc1ccc(Br)cc1,-4,-3,31,-8,0.4,4,0,i,-2
COc1ccc2cc(C3CC(c4ccco4)=NN3S(C)(=O)=O)c(Cl)nc2c1 (centres undefined),5,1,-3,-14,1.9,1,8,i,-5
CN(Cc1ccccc1)S(=O)(=O)c1ccc2c(c1)CCC(=O)N2,-5,3,-2,-10,0.5,-14,-1,i,2
O=C(CSCc1c(F)cccc1Cl)NCc1ccco1,-1,-1,-2,20,2.6,10,2,i,-3
Cc1ccc(NC(=O)Nc2ccc3c(c2)nc(C)n3C)cc1,-8,1,-8,-12,0.1,-10,-5,i,4
N=C1/C(=C\c2ccc(Br)o2)C(=O)N=C2SC(CC(=O)N3CCCCC3)=NN12,-3,3,-4,-20,0.6,-95,31,i,-9
